FLuc counter – inhibits or activates purified firefly luciferase, miR-21 counter-screen; P08659; purified FLuc, Km substrates, luminescence inhibition; Potency, µM (top dose mostly 57.5 µM), for the others: at the top dose activity change, negative = inhibition, usual class: inhibitors; 360,000 compounds, 6.9% hits; active means well fitted inhibition curve with a large enough effect; inconclusive means small, poorly fitted or top-dose-only effect;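 further: plate controls were vehicle for no effect and reference inhibitor for full effect; nearly all actives have a fitted effect of over 55% in size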
Target sequence (P08659 whole entry, looked up): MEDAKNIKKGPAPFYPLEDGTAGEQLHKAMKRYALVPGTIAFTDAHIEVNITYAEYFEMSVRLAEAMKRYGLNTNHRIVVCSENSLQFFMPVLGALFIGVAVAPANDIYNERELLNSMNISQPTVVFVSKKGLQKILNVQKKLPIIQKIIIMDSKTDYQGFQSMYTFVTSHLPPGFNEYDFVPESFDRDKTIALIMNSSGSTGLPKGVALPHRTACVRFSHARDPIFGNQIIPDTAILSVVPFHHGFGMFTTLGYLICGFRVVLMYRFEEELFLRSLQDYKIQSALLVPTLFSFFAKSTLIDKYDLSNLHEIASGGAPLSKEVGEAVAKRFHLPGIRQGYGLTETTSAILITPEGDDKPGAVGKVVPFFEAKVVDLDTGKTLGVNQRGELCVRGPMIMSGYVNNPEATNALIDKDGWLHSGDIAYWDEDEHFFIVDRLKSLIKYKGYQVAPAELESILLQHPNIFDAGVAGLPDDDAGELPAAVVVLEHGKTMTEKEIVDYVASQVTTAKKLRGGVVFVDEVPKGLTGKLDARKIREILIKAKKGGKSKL
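Purified P. pyralis luciferase (10nM final) with 10uM D-luciferin and 10uM ATP (Km levels) in 50mM Tris acetate pH 7.5, 10mM Mg acetate, 0.01% Tween-20, 0.05% BSA; qHTS 6-point titration, ~60 µM downward; luminescence read.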
Starred values were filed as active, the others as inactive; u = inconclusive. Potency means the concentration at half of the fitted maximal effect. This is a subset; rates above refer to the full screens.

SMILES	FLuc counter
CN1CCc2c(sc3c2C(=O)NC(c2ccc(OC(=O)c4ccc(C(C)(C)C)cc4)cc2)N3)C1 (configuration not stated)	11µM*
COCCn1c(C)cc(O)c(C(c2ccccc2)N2CCN(c3ccccc3)CC2)c1=O (configuration not stated)	-5%
O=C(CSc1nc2ccccc2nc1Cc1ccc(Cl)cc1)N1CCCCC1	-14%
Cc1ccc2oc(C(=O)Nc3c(C(=O)c4ccc(C)c(F)c4)oc4ccccc34)cc(=O)c2c1	-5%
COc1ccc2c(c1)CC(C(=O)Nc1ccc(OC)cc1OC)CO2 (configuration not stated)	2%
CC(C)Oc1ccc(CNC(=O)c2ccc(NC(=O)N3CC(C)Sc4ccccc43)cc2)cc1 (configuration not stated)	-10%
Cc1ccn2c(Nc3ccc(C(C)C)cc3)c(-c3cccnc3)nc2c1	-17%
Cc1ccc(NC(=O)c2ccc(NC(=O)N3CCSc4nc(C)cc(C)c43)cc2)c(Cl)c1	-8%
CC(C)c1ccc(/C=C(\C#N)c2nc(-c3cc4ccccc4oc3=O)cs2)cc1	5%
O=C(Cc1ccccc1)Nc1sc2c(c1C(=O)Nc1ccccc1Cl)CCC2	2%
Cc1ccc(N2CCN(C(=O)c3c4c(nc5ccccc35)C(=O)N(C3CCCCC3)C4)CC2)c(C)c1	6%
CC(=O)N1CCCc2cc(S(=O)(=O)N3CCCC(C(=O)N4CCN(c5ccccc5F)CC4)C3)ccc21 (configuration not stated)	-3%
Cc1nnc(SCc2ccc(Cl)cc2)c2cc3occc3n12	u
CCc1cccc(NC(=O)CSc2ncc3c(n2)-c2ccccc2N(Cc2ccccc2C)S3(=O)=O)c1	6%
CCc1ccc(C2Sc3ccccc3NC3=C2C(=O)c2ccccc23)cc1 (configuration not stated)	11µM*
COc1cccc(NC(=O)c2ccc3nc(CCc4ccccc4)oc3c2)c1	24µM*
Cc1ccc2c(=O)cc(CSc3nnc(-c4ccccc4)n3C)[nH]c2c1C	-2%
COc1ccc(N(C)C(=O)c2nc(-c3cccc(F)c3)n3c2CCCCC3)c(OC)c1	0%
COc1ccccc1N1CCN(c2cc(C)nc3nncn23)CC1	1%
CCc1cccc(C)c1Nc1c(-c2ccccc2)nc2sccn12	-4%

Brought forward from above: two compounds, then new ones.
SMILES	FLuc counter
COc1ccccc1N1CCN(c2cc(C)nc3nncn23)CC1	1%
CCc1cccc(C)c1Nc1c(-c2ccccc2)nc2sccn12	-4%
CC(C)(C)c1ccc(C(=O)NCC(c2ccco2)S(=O)(=O)c2ccc(F)cc2)cc1 (configuration not stated)	1%
CCOC(=O)C1CCN(C(=O)C2CCN(c3nnc(C)c4c(C)n(-c5ccccc5)nc34)CC2)CC1	0%
Cc1c(C(=O)NCc2ccc(F)cc2)sc2nc(-c3ccccc3)cn12	-10%
CCc1ccc(NC(=O)Cc2c(C(=O)O)c(C)cn2C)cc1	u
O=S(=O)(c1ccc(Br)cc1)c1nnn2c1nc(NCc1ccc3c(c1)OCO3)c1sccc12	-1%
Cc1ccccc1OCC(=O)N1CCC(c2nc3ccccc3s2)CC1	-17%
Cc1cccc(NC(=O)C2CCN(S(=O)(=O)c3c(C)noc3/C=C/c3ccco3)CC2)c1	-1%
O=C(Cn1ncn2nc(-c3cccs3)cc2c1=O)NCc1ccc(Cl)cc1	-6%
Cc1cc(C)cc(OCC(=O)N(Cc2ccc(Cl)cc2)C2CCS(=O)(=O)C2)c1 (configuration not stated)	-5%
CC(C)(Oc1ccc(Cl)cc1)C(=O)Nc1cccc(-c2cn3cccnc3n2)c1	3%
CC1=C(C(=O)Nc2cc(Cl)ccc2C)C2(CCCCC2)OC1=O	-2%
O=S(=O)(NCCc1csc2nc(-c3ccc(Cl)cc3)nn12)c1cccs1	-15%
Cc1c(C(=O)N(C)C)sc2c1c(=O)n(-c1ccc(Cl)c(Cl)c1)c(=O)n2CC(=O)C(C)(C)C	5%
CCOC(=O)N1CCc2c(sc(NCc3sccc3C)c2C(=O)Nc2cc(OC)ccc2OC)C1	u
COc1ccc(-c2nc(CNC(=O)NC3CCCCC3)c(C)o2)c(OC)c1	2%
COc1ccc(-c2cc(OC(=O)c3cccc(C)c3)c3c(C)oc(C)c3c(=O)c2)cc1	u
CCCn1c2ccccc2c2cnn(CC(=O)NCCCN(Cc3ccccc3)C(C)C)c(=O)c21	-3%
CCOC(=O)c1cc2c(=O)n3ccccc3nc2n(CCCOC)c1=NC(=O)C(C)Oc1ccccc1 (configuration not stated)	1%
Cc1c(C(=O)Nc2ccccc2Br)oc2ccc(S(=O)(=O)N3CCOCC3)cc12	-5%
Cc1ccc2c(=O)c(C(=O)c3ccc(F)cc3)cn(CC(=O)NCc3ccccc3)c2n1	1%

Of the compounds above, these have bromine:
SMILES	FLuc counter
O=S(=O)(c1ccc(Br)cc1)c1nnn2c1nc(NCc1ccc3c(c1)OCO3)c1sccc12	-1%
Cc1c(C(=O)Nc2ccccc2Br)oc2ccc(S(=O)(=O)N3CCOCC3)cc12	-5%

(list continues)
SMILES	FLuc counter
CCOC(=O)c1ccc(N2CC3=C(C2=O)C(c2ccc(OC)cc2)NC(=O)N3C)cc1 (configuration not stated)	-1%
CC(C)COc1ccc(C(=O)NCC2(N3CCN(C)CC3)CCCCC2)cc1	-2%
COc1ccc(Cn2c(CCC(=O)Nc3ccc(Br)c(C)c3)nc3cccnc32)cc1	-9%
CCc1cccc(C)c1NC(=O)CSc1n[nH]c(-c2ccccc2)n1	-18%
COc1ccccc1N1CCN(C(=O)Cc2c(C(=O)O)c(C)cn2C)CC1	0%
COc1ccc(NC(=O)C(=O)NCCc2csc(-c3ccc(Cl)cc3)n2)cc1OC	-2%
COc1ccc(N(CC(=O)Nc2cc(C)ccc2C)S(=O)(=O)c2ccc(OC)c(OC)c2)cc1	-10%
Cc1c(C(=O)NCc2cccc(Br)c2)oc2ccc3c(c12)C(=O)CC(C)(C)O3	u
CCc1nn2c(=O)cc(COC(=O)c3ccccc3NC(=O)COc3ccc(F)cc3)nc2s1	u
CCOc1ccc(OCC)c(NS(=O)(=O)c2cc(-c3cc(C)no3)ccc2C)c1	3%
Cc1ccc(S(=O)(=O)N2CCC(C(=O)Nc3ccc(C)c(Cl)c3)CC2)cc1	-8%
Cc1ccc(Cl)cc1N1CCN(S(=O)(=O)c2ccc3[nH]c4c(c3c2)CCCC4)CC1	0%
Cc1ccc(NC(=O)C(=O)NCC2(c3ccccc3)CCCC2)cc1C	4%
CC(=O)N1c2ccccc2C(=O)C1N1CCN(c2ccc(Cl)cc2)CC1 (configuration not stated)	-6%
Cc1ccc(NC(=O)CN2C(=O)c3cccnc3Sc3ccccc32)c(Br)c1	-15%
CCc1ccc(Cc2cnc(NC(=O)c3ccc4c(c3)CC(c3ccccc3)OC4=O)s2)cc1 (configuration not stated)	-8%
CCCN(CCC)CCNC(=O)Cn1cnc2sc(C)c(S(=O)(=O)N3CCC(C)CC3)c2c1=O	1%
Cn1c(=O)[nH]c(=O)c2c1nc(CN1CCN(c3ccccc3)CC1)n2Cc1c(F)cccc1Cl	-5%
COc1ccc(C2CC(=O)N(Cc3ccc(C)cc3)c3c2c(C)nn3-c2nc(C)cc(C)n2)c(OC)c1 (configuration not stated)	-3%
O=C(Nc1ccc(Br)cc1F)c1cc(S(=O)(=O)NCc2ccc(F)cc2)ccc1F	-7%

Quoted from the listing:
In FLuc counter, Cc1ccc(NC(=O)C(=O)NCC2(c3ccccc3)CCCC2)cc1C is entered as 4%
In FLuc counter, Cc1ccc(S(=O)(=O)N2CCC(C(=O)Nc3ccc(C)c(Cl)c3)CC2)cc1 is entered as -8%
In FLuc counter, COc1ccc(Cn2c(CCC(=O)Nc3ccc(Br)c(C)c3)nc3cccnc32)cc1 is entered as -9%

Next results follow:
SMILES	FLuc counter
CC(=O)N(Cc1cccnc1)c1nc2cc(C)cc(C)c2s1	0%
CC(C)(C)c1ccc(OCCn2cc(C(=O)c3ccco3)c3ccccc32)cc1	-4%
CCN(C(=O)C(=O)Nc1ccc2nc3n(c(=O)c2c1)CCCCC3)c1ccc(F)cc1	3%
CCN(C(=O)Cn1ncc2c(=O)oc3ccc(C)cc3c21)c1cc(OC)ccc1OC	-3%
COC(=O)c1ccc(Cn2c(SCc3cccc(C)c3)nc3ccncc32)cc1	-18%
CCOc1cc(Br)c(C2C(C(=O)OC)=C(C)NC3=C2C(=O)c2ccccc23)cc1OCC (configuration not stated)	-18%
O=C1c2oc3ccccc3c(=O)c2C(c2ccccc2F)N1Cc1ccc2c(c1)OCO2 (configuration not stated)	1%
CCOc1ccc(CCNC(=O)c2ccc3c(c2)N(Cc2cccc(Cl)c2)C(=O)c2ccccc2S3(=O)=O)cc1OCC	0%
COc1ccc(Nc2c(-c3ccc(N4CCOCC4)cc3)nc3ncccn23)cc1OC	u
CCSc1nc(-c2ccccc2F)nc2c1Cc1c(CO)cnc(C)c1O2	5%
CCC(=O)N1c2ccccc2CC1C(=O)NCCc1ccc(Cl)cc1 (configuration not stated)	-1%
CCN(CC)c1ccc(NC(=O)c2sc3nc(-c4ccccc4)cn3c2C)cc1	-11%
COC(=O)c1ccc(Cl)cc1NC(=O)N1CC(C)Oc2ccccc21 (configuration not stated)	-3%
COc1ccc2c(c1)CCc1c(C(=O)Nc3c(C)nn(Cc4ccc(Cl)c(Cl)c4)c3C)noc1-2	-7%
CN(C)c1ccc(NC(=O)CSC2=Nc3ccccc3C3=NC(CCC(=O)NCc4cccs4)C(=O)N23)cc1 (configuration not stated)	-1%
O=C(Cc1ccc(-c2ccccc2)cc1)NCCS(=O)(=O)N1CCN(c2ccccc2)CC1	-6%
CC(=O)c1ccccc1NS(=O)(=O)c1cc2c(cc1C)NC(=O)CO2	-3%
Cc1cc(C)nc(-n2nc(C)c3c2NC(=O)CC3c2cc(F)ccc2F)n1 (configuration not stated)	0%
CCc1ccc(NC(=O)C(CC)n2nnc(C(=O)OC)c2C(=O)OC)cc1 (configuration not stated)	0%
CCc1ccc(NC(=O)CCCc2nnc3n(CC(C)C)c(=O)c4sccc4n23)cc1	-1%
CCOc1cc(-c2nc3c(c(CC)nn3-c3ccccc3)c3cc(OC)c(OC)cc23)ccc1O	2%
Cc1ccc(NC(=O)N2CCN(C(=O)c3nsc4ccccc34)CC2)cc1C	-20%
COc1ccc(CNC(=O)Cc2c(C)c3cc4c(C)coc4cc3oc2=O)cc1	-1%
Fc1ccc(-c2nc(Nc3ccc(F)c(Cl)c3)nc3c2COc2ccccc2-3)cc1	-15%
Cc1ccccc1OCC(=O)Nc1cccc(C(=O)OCc2cc(=O)n3c(C)csc3n2)c1	u
Cc1ccc(S(=O)(=O)NCCc2sc3nc(-c4ccccc4)nn3c2C)cc1C	1%
Cc1c(Cl)cccc1NC(=O)N1CCN(C(=O)c2nsc3ccccc23)CC1	2%
COc1ccc(CNC(=O)CCc2cn(C)c3ccccc23)cc1	-13%
Cc1ccc(S(=O)(=O)Nc2nc3n(n2)C(c2ccc(Cl)cc2)C=C(c2ccccc2)N3)cc1 (configuration not stated)	-3%
COc1cccc(CNC(=O)c2cc3c(-c4ccccc4F)nn(C)c3s2)c1	-11%
CC(=O)c1ccc(NC(=O)CSc2cn(CC(=O)N3CCCCCC3)c3ccccc23)cc1	-12%
CCOc1ccc(C2C(C(=O)Nc3ccc(C)cc3C)=C(C)Nc3c(C(=O)Nc4ccc(C)cc4)cnn32)cc1OC (configuration not stated)	5%
CC1CCN(S(=O)(=O)c2ccc3nc(Nc4cccc(F)c4)ccc3c2)CC1	0%
Cc1cc(C)c(S(=O)(=O)Nc2cccc(-c3cn4ccccc4n3)c2)c(C)c1	9.5µM*
CC1CCC(N2CC(=O)N(C3CCCCC3)C(c3ccc(F)cc3)C2=O)CC1 (configuration not stated)	-2%
Cc1ccc(C(=O)Nc2c(C(=O)NCc3ccc(Cl)cc3)sc3nc(C)cc(C)c23)cc1	-2%
Cc1c(C(=O)N(C)C)sc2c1c(=O)n(-c1ccc(F)cc1)c(=O)n2Cc1ccccc1C#N	1%
O=c1cc(-c2ccccc2)n2c(SCc3cccc([N+](=O)[O-])c3)nnc2[nH]1	-18%
CCOC(=O)c1cnc2ccc(C)cc2c1Nc1ccc(OCc2ccccc2Cl)cc1	4%
Cc1ccc2oc(C(=O)Nc3ccc(S(=O)(=O)N4CCCCCC4)cc3)cc(=O)c2c1	-1%
Cc1ccc(NC(=O)CCCn2c(=O)c3cccn3c3ccccc32)cc1C	1%
CCCC(=O)Nc1nnc(SCc2cc(=O)n3ccccc3n2)s1	4%
CCOC(=O)c1ccc(NC(=O)CCc2nc3cccnc3n2Cc2cccs2)cc1	-6%
Cc1ccc(C(=O)CCC(=O)Nc2ccc(C)cc2C)cc1	-6%
COc1cc(OC)cc(C(=O)Nc2ccc3c(c2)n(C)c(=O)c(=O)n3C)c1	-6%
COc1ccc(Cn2cc(C(=O)c3ccc(OC)cc3)c(=O)c3cc4c(cc32)OCCO4)cc1	2%
COc1ccc(NC(=O)CCN2CCN(CCO)CC2)cc1	-2%
COc1ccc(CNC(=O)Cc2c(C)c3c(O)cc(C)cc3oc2=O)cc1	2%
CCN1C(=O)c2ccccc2S(=O)(=O)c2ccc(C(=O)NCc3ccc(OC)cc3)cc21	-5%
COC(=O)c1cc2sc(C)cc2n1Cc1cccc(OC)c1	-11%

Six consecutive records already listed, quoted:
SMILES	FLuc counter
Cc1ccc(NC(=O)CCCn2c(=O)c3cccn3c3ccccc32)cc1C	1%
CCCC(=O)Nc1nnc(SCc2cc(=O)n3ccccc3n2)s1	4%
CCOC(=O)c1ccc(NC(=O)CCc2nc3cccnc3n2Cc2cccs2)cc1	-6%
Cc1ccc(C(=O)CCC(=O)Nc2ccc(C)cc2C)cc1	-6%
COc1cc(OC)cc(C(=O)Nc2ccc3c(c2)n(C)c(=O)c(=O)n3C)c1	-6%
COc1ccc(Cn2cc(C(=O)c3ccc(OC)cc3)c(=O)c3cc4c(cc32)OCCO4)cc1	2%

Screening results (PubChem BioAssay)
